XIAP antagonists: small molecules displacing peptide from XIAP – biochemical, IAP family, fluorescence polarization (AID 1018); XIAP BIR domain, fluorescence polarization peptide displacement; higher % means a stronger effect; displacement, % at 20 µM; hits with a dose series show IC50 in µM; 0.007% of 200,000 active; in the data active = displacement above about 50%; also: a part of the inactive calls stands beside numbers as strong as those of hits
WT yeast gro inh: growth inhibition of WT yeast, mitochondrial fusion screen; inhibition, % at 10 µM; 2.1% of 190,000 active; mitochondrial fusion phenotypic screen, WT strain; in the data active = inhibition above about 58%; tested in S. cerevisiae
SIAH1 antagonists: blockers of Siah-1 interaction with plectin peptide – biochemical, fluorescence polarization, rhodamine-plectin, uHTS, primary screen (AID 1817); Siah-1 / rhodamine-plectin peptide fluorescence polarization; higher % means a stronger effect; one-dose displacement, % at 20 µM; IC50 in µM for titrated hits; 0.02% of 290,000 active;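 active = displacement of at least 50% at 20 µM, with a fluorescence ratio check between 0.3 and a set limit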;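 also: plate controls were Siah plus tracer with DMSO for no effect and tracer alone without Siah for full effect; strong numbers were not always called active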
RSV CPE inhibition: RSV antiviral activity via CPE protection, HEp-2 cells, primary 10 µM value included (AID 2391). CPE inhibition, % at 10 µM; hits with a dose series show IC50 in µM. HEp-2 cells, RSV-induced CPE inhibition; higher % means a stronger effect. 0.13% of 310,000 active; in the data active = a potency from the dose series; inconclusive = CPE inhibition mostly from about 23% at the one dose, without a potency; inactive = the rest, 99 in 100 with CPE inhibition below about 21%; also: strong numbers were not always called active
human PMI inhibitors: human PMI inhibitors, high substrate, primary screen, biochemical, fluorescence intensity, high mannose 6-phosphate (AID 1220). recombinant PMI enzyme, coupled fluorescence intensity; higher % means a stronger effect. inhibition, % at 20 µM, or IC50 in µM where a hit was titrated. 0.66% of 190,000 active
PMI inhibitors: inhibitors of human PMI, primary screen, biochemical, fluorescence intensity, coupled assay (AID 1209). purified PMI enzyme, coupled fluorescence intensity; higher % means a stronger effect. inhibition, % at 20 µM; hits with a dose series show IC50 in µM. 0.42% of 190,000 active;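 also: plate controls were DMSO vehicle for no effect and wells lacking substrate for full effect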
Myeloid diff MLP: promotes myeloid progenitor differentiation; ER-HoxA9 myeloid progenitors, lysozyme-GFP differentiation, flow cytometry; 1% of 360,000 active; calls only at 10 µM;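 active = normalized GFP-positive differentiation at or above the plate's own cutoff, the solvent-only control mean plus 3 SD; inconclusive = no clear call, values can overlap the other calls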;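 also: cells exposed to compound for four days before flow analysis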
TNAP activators: stimulation of alkaline phosphatase TNAP activity – biochemical, luminescent, no phosphate acceptor, uHTS, primary screen (AID 1001); purified TNAP, luminescent activation assay, no phosphate acceptor; higher activation fold means a stronger effect; activation fold at 20 µM, or EC50 in µM where a hit was titrated; 0.03% of 200,000 active; in the data active = activation fold from about 3, or a potency from the dose series; inactive = the rest, 99 in 100 with activation fold below about 1.6; also: many of its hits are not listed in these tables
Salmonella PhoP GFP: inhibitors of PhoP regulon expression, primary screen, Salmonella Typhimurium, GFP reporter (AID 1863). S. Typhimurium PhoP-regulated promoter GFP reporter, 4 h; higher % means a stronger effect. inhibition, % at 50 µM, or IC50 in µM where a hit was titrated. 0.16% of 300,000 active;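 active = inhibition over 29.93%, a cutoff 3 SD above the screen mean, later confirmed by dose response; inconclusive = inhibition over 29.93% but no dose response follow-up; inactive = inhibition at most 29.93% or unconfirmed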;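 also: 0% = low Mg2+ inducing control and 100% = high Mg2+ repressing control; strong numbers were not always called active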
WT yeast gro inh mutant strain: recorded beside WT yeast gro inh, whose call it bears; inhibition, %; mitochondrial fusion phenotypic screen, mutant strain inhibition
Myeloid diff MLP GFP+ MAC1+ %: further read-out of Myeloid diff MLP, marked with its call; GFP+ MAC1+ double positive, %; measured here: differentiation confirmed by MAC1 staining
Numbers without * were called inactive; i = inactive; ? = inconclusive; · = no result given. Rule as the data show it, unless noted: active = inhibition above about 50%; inactive = the rest. Outcome played no part in choosing rows; about 3.1% have a hit in one of these screens.

SMILES	XIAP antagonists	WT yeast gro inh	WT yeast gro inh mutant strain	SIAH1 antagonists	RSV CPE inhibition	human PMI inhibitors	PMI inhibitors	Myeloid diff MLP	Myeloid diff MLP GFP+ MAC1+ %	TNAP activators	Salmonella PhoP GFP
COC(=O)c1ccc(CNC(=O)CCc2c[nH]c3ccccc23)cc1	·	·	·	3%	-0.3%	·	·	i	0.5	·	0%
Cc1ccc(OCc2ccccc2Br)c([N+](=O)[O-])n1	·	·	·	-1%	18%	·	·	i	0.8	·	-1%
CCOC(=O)c1ccccc1NC(=O)c1ccc2c(=O)n3c(nc2c1)CCCCC3	-14%	29	5	3%	1.4%	50%	11%	i	2.4	1	·
CCOC(=O)C(CC)/C(C)=N/NC(=O)c1ccccc1[N+](=O)[O-] (stereo not given)	-0.7%	-5	-15	0%	0.3%	14%	8%	i	7.3	1	2%
COc1ccc(Nc2nc(C)cc(=O)[nH]2)c(OC)c1	-5.0%	9	19	3%	1.6%	5%	8%	i	2.1	1.1	2%
O=C(O)CNC(=O)c1ccccc1Br	0.2%	12	17	-1%	-0.9%	-3%	-9%	i	0.2	1.1	-2%
CCc1nnc(NC(=O)CSc2nnc(CNc3cccc(C)c3)n2-c2ccccc2)s1	-4.7%	-14	-30	-2%	1.1%	6%	0%	i	3.0	1.1	-4%
O=C(CCCN1C(=O)/C(=C\c2cccs2)SC1=S)NNC(=O)c1cccnc1	-1.3%	-8	-31	11%	3.6%	-10%	-6%	i	0.1	1.9	1%
Cc1cccc(Oc2ccc(C(=O)NC3CCSC3=O)cn2)c1C (stereo not given)	-8.8%	28	0	1%	1.7%	5%	5%	i	0.1	1.1	1%
COc1ccc(NC(=S)NCCc2c[nH]c3ccccc23)c(OC)c1	-4.8%	2	-10	-3%	4.3%	-5%	-2%	i	0.4	1.1	6%
CCOc1ccc(CN2CCNC(=O)C2CC(=O)NCCN2CCOC2=O)cc1 (stereo not given)	·	·	·	-3%	0.3%	·	·	i	1.3	·	-3%
Cc1ccc(NC(=O)CCC2CC(C)(C)OC2=O)cc1 (stereo not given)	-3.8%	-14	-16	-2%	-0.5%	9%	5%	i	0.1	1.1	3%
O=S(=O)(NCc1cccnc1)c1ccc(Cl)nc1	-3.1%	-20	-9	3%	-0.2%	-4%	-12%	i	2.5	0.9	11%
OCCN(Cc1ccccc1)Cc1cccc(C(F)(F)F)c1	7.8%	-5	-10	15%	1.0%	7%	12%	i	0.5	1.1	-4%
CCNC(=S)N1CCN(CCN=CC2=C(O)CC(C)(C)CC2=O)CC1	·	·	·	0%	0.5%	·	·	i	0.0	·	-9%
CCC1(C(=O)O)NC(c2cccc(OC)c2O)C2C(=O)N(c3ccccc3)C(=O)C21 (stereo not given)	-5.0%	3	-1	6%	2.9%	-5%	-7%	i	1.1	1.2	-7%
COC(=O)/C=C(\C)NC(=O)c1ccccc1Cl	-3.1%	-8	16	0%	0.2%	4%	0%	i	9.5	1.1	8%
Nn1c(SCC(=O)NC2CCS(=O)(=O)C2)nnc1-c1cccs1 (stereo not given)	·	·	·	8%	1.4%	·	·	i	0.4	·	2%
Cc1ccc(-c2cn3c(=S)[nH]nc3s2)cc1	-4.4%	10	19	2%	-0.8%	-4%	-4%	i	0.0	0.8	-7%
CNC(=O)c1cc2ccccc2o1	-4.4%	-5	14	9%	1.7%	-7%	-2%	i	1.2	1.1	-6%
COc1ccc(OCC(=O)NNC(=O)c2ccc3c(=O)n4c(nc3c2)CCC4)cc1	·	·	·	2%	2.3%	·	·	i	0.5	·	-4%
S=c1[nH]nc(COc2ccccc2)n1/N=C/c1ccc(Cl)cc1Cl	·	·	·	-2%	2.5%	·	·	i	0.4	·	-3%
COc1ccc(N=C2CCS(=O)(=O)c3sccc32)cc1	-7.7%	4	0	-2%	1.6%	43%	7%	i	0.8	1.1	2%
O=C(COC(=O)c1n[nH]c2ccccc12)c1cccc(Br)c1	·	·	·	0%	6.9%	·	·	i	1.1	·	1%
CCOC(=O)c1ccc(NC(=O)COc2ccccc2CNCCO)cc1	-2.9%	2	6	-1%	-1.9%	-2%	-4%	i	0.8	1.1	-4%
CCn1c(=O)n(CC)c2cc(N)ccc21	-5.0%	-5	8	13%	-1.7%	·	·	i	0.4	1.1	-7%
Cc1cccc(C)c1OCC(=O)Nc1c(C)nn(C)c1C	·	·	·	4%	0.7%	·	·	i	0.0	·	3%
Oc1ccc(/C=N/Nc2nc(N3CCCC3)nc(N3CCCC3)n2)cc1O	-6.2%	13	2	2%	1.8%	27%	58%*	i	0.2	0.8	·
O=C(Nc1ccc(N2CCCC2)cc1)C(Cl)c1ccccc1 (stereo not given)	0.5%	4	21	6%	2.4%	41%	17%	i	0.9	1.1	3%
NC(=O)C1(C(N)=O)OC1c1ccc(Cl)cc1Cl (stereo not given)	·	·	·	4%	-1.0%	·	·	i	1.0	·	-5%
CC(C)c1ccc(/C=C/C(=O)Nc2nc3ccc([N+](=O)[O-])cc3s2)cc1	-3.5%	25	14	-3%	-0.4%	-1%	2%	i	1.2	1	4%
Cc1ccc(C(=O)NC2CCCCNC2=O)cc1 (stereo not given)	·	·	·	15%	1.6%	·	·	i	0.8	·	-9%
CC(C)CCNC(=S)Nc1ccccc1F	-5.1%	-3	-3	0%	1.8%	-14%	-6%	i	0.6	0.8	-10%
Cc1ccc(OCC(=O)NNC(=O)CCC(=O)Nc2ccc(C)cc2C)cc1	-4.0%	3	43	9%	2.0%	-2%	4%	i	0.6	1	-14%
O=C(O)CCCNC(=O)Cc1ccccc1	·	·	·	-11%	0.7%	·	·	i	0.8	·	-1%
CCCC1C(=O)Nc2ccccc2N1C(=O)c1ccc(C(C)(C)C)cc1 (stereo not given)	·	·	·	-3%	15%	·	·	i	0.6	·	5%
COc1cccc(NC(=O)C(NCCC(C)C)c2ccccc2)c1 (stereo not given)	-5.4%	9	-1	0%	6.0%	-8%	-2%	i	1.8	0.9	-3%
CC1=NNC(=O)C1CC(=O)N/N=C/C=C/c1ccccc1 (stereo not given)	·	·	·	-2%	2.0%	·	·	i	0.5	·	2%
CC(C)C[C@H](NC(=O)c1cc2cc(Cl)ccc2n1C)C(=O)N1CCC(C(=O)O)CC1	·	·	·	1%	2.0%	·	·	i	0.8	·	6%
CCOC(=O)Cn1c(=O)c2c(nc(N3CCCCC3)n2C)n(C)c1=O	-4.4%	-8	-10	0%	-1.7%	-3%	0%	i	0.6	1.1	-16%
CCc1c(C)nc2c(C)cccc2c1SCCC#N	-3.6%	-4	-10	8%	2.4%	-85%	-61%	i	0.6	1	0%
Nn1c(SCC(=O)Nc2ccccc2C(F)(F)F)nncc1=O	·	·	·	15%	0.4%	·	·	i	0.3	·	-1%
N#Cc1c(NC(=O)CSc2nc(N)cc(=O)[nH]2)sc2c1CCCCCC2	-4.4%	-2	4	-2%	0.5%	15%	14%	i	5.5	1.1	-6%
COCCNC(=O)C(c1ccco1)N(C(=O)Cn1nnc2ccccc21)c1ccc(C)cc1C (stereo not given)	-6.2%	-13	-19	3%	2.3%	7%	11%	i	1.7	1.1	-1%
Cc1ccc(S(=O)(=O)NC(=O)NC(C)(C)C)cc1	-1.8%	-17	-11	2%	1.0%	11%	1%	i	0.5	1.1	-21%
O=C(CCCCCn1c(=O)[nH]c2ccccc2c1=O)N1CCN(Cc2ccc3c(c2)OCO3)CC1	-3.9%	-16	6	-1%	9.1%	-4%	1%	i	0.7	1	-9%
COc1cc(C(c2c(C)[nH][nH]c2=O)c2c(C)[nH][nH]c2=O)cc(Cl)c1O	·	·	·	-2%	0.3%	·	·	i	0.2	·	1%
CCCC(=O)Nc1ccc2c(c1)nc1n2CCN(CCOC)C1	·	·	·	-8%	-0.3%	·	·	i	0.3	·	0%
CO/N=C/c1c(-c2ccccc2)nn(C)c1Cl	-6.5%	-14	-10	17%	2.4%	-4%	-4%	i	0.8	1.1	-6%
Cc1ccc(NC(=O)CN(C)CC(=O)Nc2ccccc2C#N)cc1	-4.9%	15	3	-4%	0.0%	-14%	-13%	i	0.3	1.1	-11%
Cc1ccc(-n2nc3c(=O)n(CCCC(=O)NCc4ccccc4Cl)nc(C)c3c2C)cc1	·	·	·	0%	57%	·	·	?	·	·	-10%
COc1ccc(-c2nncnn2)cc1	-5.7%	25	24	10%	0.7%	35%	-1%	·	·	1	-4%
COc1ccccc1Sc1nc(-c2ccccc2)ncc1OC	-2.2%	31	-17	-1%	4.2%	16%	10%	i	0.4	1.1	7%
C/C(=N\NC(=O)c1nnn(-c2nonc2N)c1CN(C)c1ccccc1)c1cccnc1	·	·	·	1%	7.3%	·	·	i	1.3	·	-1%
O=C(CSc1nnnn1-c1ccccc1)Nc1ncc(Cc2cccc(Cl)c2Cl)s1	-4.5%	-6	-7	-3%	1.6%	7%	-4%	i	1.0	1.1	1%
Cn1c(SCC(=O)NC2CCCCCC2)nnc1-c1cccs1	-3.6%	8	15	-2%	1.1%	8%	7%	i	0.6	1.1	-2%
O=C1N/C(=C/c2cccn2-c2ccccc2)C(=O)N1Cc1ccc(F)cc1	-1.8%	-7	-5	4%	2.8%	-15%	-10%	i	0.6	1	7%
COc1ccc(-c2nc(NC(=O)c3cc(C(C)(C)C)nn3C)sc2C)cc1	-2.4%	-1	18	3%	19%	-8%	1%	i	0.4	1.1	-2%
COc1cc(C(=O)O)cc(OC)c1OCc1cc(C(=O)O)oc1C	-0.5%	1	36	3%	0.1%	49%	-11%	i	1.0	1.2	3%
CC(=O)c1c(C)[nH]c(C)c1C(C)=O	-2.7%	-6	10	1%	1.5%	-2%	4%	i	0.9	1.1	3%

The list continues.
SMILES	XIAP antagonists	WT yeast gro inh	WT yeast gro inh mutant strain	SIAH1 antagonists	RSV CPE inhibition	human PMI inhibitors	PMI inhibitors	Myeloid diff MLP	Myeloid diff MLP GFP+ MAC1+ %	TNAP activators	Salmonella PhoP GFP
O=[N+]([O-])c1cccc(NC(=S)N2CCOCC2)c1	-1.8%	2	-7	6%	-0.5%	-4%	-5%	i	0.3	1.1	8%
CC(C)N(Cc1ccccc1)C(=O)c1cccs1	·	·	·	1%	1.4%	·	·	i	0.7	·	-3%
O=C(CNc1cccc(C(F)(F)F)c1)N/N=C/c1cn(-c2ccccc2)nc1-c1ccccc1	-4.6%	-7	-1	-1%	20µM*	10%	15%	i	0.5	1	-21%
CN(Cc1c(C(=O)N/N=C/c2cccc(F)c2)nnn1-c1nonc1N)c1ccccc1	·	·	·	-2%	2.1%	·	·	i	1.4	·	-2%
COc1ccc(CNC(=O)CCc2c[nH]c3ccccc23)cc1	·	·	·	-1%	-1.1%	·	·	i	1.1	·	13%

For convenience, 2 of the compounds above:
SMILES	XIAP antagonists	WT yeast gro inh	WT yeast gro inh mutant strain	SIAH1 antagonists	RSV CPE inhibition	human PMI inhibitors	PMI inhibitors	Myeloid diff MLP	Myeloid diff MLP GFP+ MAC1+ %	TNAP activators	Salmonella PhoP GFP
O=C(CNc1cccc(C(F)(F)F)c1)N/N=C/c1cn(-c2ccccc2)nc1-c1ccccc1	-4.6%	-7	-1	-1%	20µM*	10%	15%	i	0.5	1	-21%
CN(Cc1c(C(=O)N/N=C/c2cccc(F)c2)nnn1-c1nonc1N)c1ccccc1	·	·	·	-2%	2.1%	·	·	i	1.4	·	-2%

Screening results deposited in PubChem BioAssay by several laboratories.
